# Bioassay records (PubChem BioAssay)
# IDE cell activ: boosts human insulin-degrading enzyme activity in HEK cells; FAbeta-B cleavage, fluorescence polarization; 0% vehicle, 100% cell-free pure enzyme wells; activation, % at 5.96 µM; 0.073% of 340,000 active; AID 493087;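 active means activation above the mean of all tested compounds plus 3 SD, set per screening campaign, cut at about 17% in these data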
# Target sequence (P14735 whole entry, looked up): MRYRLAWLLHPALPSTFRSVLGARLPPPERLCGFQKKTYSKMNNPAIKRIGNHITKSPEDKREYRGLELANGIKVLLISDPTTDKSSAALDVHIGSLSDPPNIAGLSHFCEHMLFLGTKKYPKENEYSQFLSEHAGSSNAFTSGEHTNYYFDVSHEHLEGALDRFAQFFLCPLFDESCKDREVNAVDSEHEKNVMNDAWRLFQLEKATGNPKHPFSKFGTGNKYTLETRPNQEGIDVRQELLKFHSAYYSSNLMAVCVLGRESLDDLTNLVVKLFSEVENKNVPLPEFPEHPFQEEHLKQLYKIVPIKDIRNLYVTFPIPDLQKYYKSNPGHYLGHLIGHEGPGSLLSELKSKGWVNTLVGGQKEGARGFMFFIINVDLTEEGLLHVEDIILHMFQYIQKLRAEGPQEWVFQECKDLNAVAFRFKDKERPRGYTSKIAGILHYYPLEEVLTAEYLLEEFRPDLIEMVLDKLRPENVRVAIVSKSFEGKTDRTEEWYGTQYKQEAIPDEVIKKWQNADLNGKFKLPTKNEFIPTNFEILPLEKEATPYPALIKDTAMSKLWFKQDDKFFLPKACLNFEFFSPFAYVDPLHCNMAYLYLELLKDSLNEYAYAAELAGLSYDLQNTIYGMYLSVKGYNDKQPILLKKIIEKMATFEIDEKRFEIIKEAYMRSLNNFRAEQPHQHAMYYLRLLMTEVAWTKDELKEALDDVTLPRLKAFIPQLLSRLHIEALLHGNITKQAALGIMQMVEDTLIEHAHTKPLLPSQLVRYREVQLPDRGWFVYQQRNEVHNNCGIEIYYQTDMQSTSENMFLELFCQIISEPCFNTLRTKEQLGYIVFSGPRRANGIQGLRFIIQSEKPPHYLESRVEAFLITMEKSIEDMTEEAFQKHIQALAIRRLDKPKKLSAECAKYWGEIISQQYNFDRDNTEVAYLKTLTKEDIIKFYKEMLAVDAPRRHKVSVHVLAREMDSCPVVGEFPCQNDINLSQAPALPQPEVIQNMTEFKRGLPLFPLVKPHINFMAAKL
# * marks the source's active call; other numbers are inactive results.
IDE cell activ | SMILES
4 | Cc1noc(C)c1COc1ccccc1C(=O)N1CCN(S(=O)(=O)c2ccccc2C#N)CC1
1 | COc1cccc2c1C(=O)CC1C2CCC2CC(=O)CCC21C (configuration not stated)
-2 | O=C(NCCOc1ccccc1)c1cccc(S(=O)(=O)NCc2ccccc2)c1
-11 | COc1ccc(CN(C)C(=O)COC(=O)c2ccc(-c3ccccc3)cc2)c(OC)c1OC
5 | O=C(COC(=O)CNC(=O)c1ccc(Cl)c([N+](=O)[O-])c1)NCC1CCCO1 (configuration not stated)
0 | O=C(NCCS(=O)(=O)NCc1ccco1)c1ccccc1
7 | CC(=O)N1CCN(C(=O)c2c(-c3ccccc3)noc2C)CC1
0 | CCN1C(=O)CC(c2ccccc2)CC1=O
3 | COc1ccc(N2CCN(Cc3nc4c(c(=O)n(C)c(=O)n4C)n3Cc3ccccc3C)CC2)cc1
2 | COC(=O)[C@]1(C)N[C@H](c2ccc(SC3CCCCC3)cc2)[C@@H]2C(=O)N(C)C(=O)[C@@H]21
1 | COc1ccc(N2C(=O)CC(N3CCN(S(=O)(=O)c4c(C)cc(C)cc4C)CC3)C2=O)cc1 (configuration not stated)
1 | COc1ccc(C(=O)OCc2c(-c3cccc(OC)c3)ncc3ccccc23)cc1
-3 | O=C(O)C1=CC[C@@H](c2ccc(Cl)cc2)N(S(=O)(=O)c2ccc(Cl)cc2)C1
-1 | O=C(NNC(=O)c1ccccc1Cl)c1ccc(-n2cncn2)c([N+](=O)[O-])c1
0 | COc1ccc(C=C2SC(=S)NC2=O)cc1
1 | CCOc1ccccc1C(=O)NCC(=O)NCC(c1ccco1)N1CCCCC1 (configuration not stated)
-2 | CC(Sc1nnc(-c2cccnc2)n1C)C(=O)N1CCOCC1 (configuration not stated)
-3 | Cc1sc(NC(=O)C2=COCCO2)nc1-c1ccc(Cl)cc1
2 | COc1ccc(CNC(=O)N2CCN(C(=O)c3ccccc3)CC2)cc1
2 | COCCNC(=O)CN1CCN(S(=O)(=O)c2ccc3c(c2)CCCC3)CC1
1 | O=C(NCC(=O)N1CCCC(C(F)(F)F)C1)c1ccc2ccccc2c1 (configuration not stated)
-1 | Cc1cccc(-c2noc(CCC(=O)N3CCN(c4cc(C)ccc4C)CC3)n2)c1
4 | CCOC(=O)C1CCCN(C(=O)c2cccc(S(=O)(=O)N(Cc3ccccc3)c3ccccc3OC)c2)C1 (configuration not stated)
0 | Cc1ccc(NC(=O)CCNC(=O)c2ccccc2Cl)cc1S(=O)(=O)N1CCOCC1
1 | CCN1C[C@@H]2[C@@H]3C(=O)N(Cc4ccccc4)C(=O)[C@@H]3[C@](CC)(C(=O)OC)N2C1=NC
-1 | Cc1ccc(CNC(=O)c2cc(-c3ccccc3)nn2Cc2cc(C)no2)cc1
-3 | O=C1N(c2ccccc2)C(c2ccccc2)C12CCCCC2 (configuration not stated)
-2 | O=C(NCc1ccccc1F)C(=O)NCC1CCCN1S(=O)(=O)c1ccccc1 (configuration not stated)
6 | CC(C)OC(=O)c1ccc(NC(=O)c2cccc(-n3cnnn3)c2)cc1
5 | COc1ccccc1N1CCN(CCN(C(=O)c2ccc(F)cc2)c2ccccn2)CC1
-5 | Cc1ccc(C(=O)N2CC(C)OC(C)C2)cc1S(=O)(=O)N1CCCCC1 (configuration not stated)
6 | COc1ccccc1NS(=O)(=O)c1cc(NC(=O)c2cc(F)c(F)c(F)c2F)ccc1N1CCOCC1
3 | Cc1noc(C)c1COc1ccccc1C(=O)NCCc1ccccc1
2 | COc1ccc(CNC(=O)COC(=O)Cc2ccc(Br)cc2)cc1
0 | COc1ccc(NC(=O)Nc2ccc3c(c2)C(=O)N([C@H](C)CO)C[C@H](C)[C@@H](CN(C)C(=O)Nc2ccc(OC)cc2)O3)cc1
3 | Cc1ccc(NS(=O)(=O)c2ccc(C(=O)NC3CCN(Cc4ccccc4)CC3)cc2)cc1
-1 | O=C1c2ccccc2[C@@H]2CC(O)C(O)CCN12 (some centres not stated)
4 | C1=CC2C3C=CC(C3)C2C1 (configuration not stated)
9 | CCOc1ccc(OCCC(=O)N(CCC2=CCCCC2)c2c(N)n(Cc3ccccc3)c(=O)[nH]c2=O)cc1
2 | CN(CC(=O)Nc1cccc(F)c1)C(=O)CCNC(=O)c1ccco1
0 | COC(=O)C1CC(O)C(O)C(O)C1 (configuration not stated)
1 | CN(CC(=O)Nc1ccc(Cl)cc1)C(=O)CNC(=O)c1cccs1
-2 | Cc1cc(C)c(NS(=O)(=O)c2ccccc2)c(C)c1NS(=O)(=O)c1ccccc1
7 | CC(C)(Oc1ccc(Cl)cc1)C(=O)O
4 | COc1ccccc1CNS(=O)(=O)c1cc(C(=O)NCC2CCCO2)c(Cl)cc1Cl (configuration not stated)
-2 | O=C(NNC(=O)C1COc2ccccc2O1)c1ccccc1O (configuration not stated)
3 | Cc1cccn2c(=O)nc(SCC(=O)Nc3ccc4c(c3)OCO4)nc12
8 | N#Cc1ccccc1NC(=O)C(=O)NCCCN1CCCC1=O
3 | CCN1C(N(C)CCc2c[nH]c3ccccc23)=N[C@@H](c2cccc(C(F)(F)F)c2)C(C(=O)OC)=C1C
9 | COc1ccc(NC(=O)N(C)C[C@H]2Oc3ccc(NC(=O)NC(C)C)cc3C(=O)N([C@H](C)CO)C[C@@H]2C)cc1
0 | C=CCN(Cc1cccs1)C(=O)CN1CCN(S(=O)(=O)c2ccc3c(c2)OCCCO3)CC1
3 | COc1ccccc1CNC(=O)CN(C)CC(=O)Nc1ccc(F)c(F)c1F
4 | COc1ccc(-c2ccc(-c3cc(=O)oc4c(C(C)C)ccc(C)c34)cc2)cc1
6 | CC(=O)c1ccc(S(=O)(=O)Nc2ccc(C(=O)N(C)CC(=O)Nc3cccc(C)c3C)cc2)cc1
7 | C=CCN1C(=O)c2ccc(C(=O)Nc3ccccn3)cc2C1=O
2 | O=C(NCC(=O)N1CCN(c2ccc([N+](=O)[O-])cc2)CC1)c1ccco1
7 | CSCCC(NC(=O)c1ccc(Cl)cc1Cl)C(=O)N1CCN(C(=O)c2ccccc2)CC1 (configuration not stated)
4 | CC1CCCCC12NC(=O)N(CC(=O)Nc1ccccc1F)C2=O (configuration not stated)
1 | CCC1(c2ccc(OC)cc2)NC(=O)N(CC(=O)N2CCc3ccccc32)C1=O (configuration not stated)
0 | COc1cc2oc(=O)ccc2cc1[C@@H](O)[C@@H]1OC(C)(C)OC1(C)C

# The listing continues.
IDE cell activ | SMILES
4 | COCCN(Cc1nnc(-c2cccs2)o1)C(=O)CN1C(=O)NC2(CCCCC2)C1=O
-5 | COc1cccc(C(=O)NCC(=O)N2CCN(c3ccc(C(F)(F)F)cn3)CC2)c1
5 | Cc1cccc(CC2(O)C(=O)Nc3ccccc32)n1 (configuration not stated)
0 | COC1=NC(=C(c2ccccc2)c2ccccc2)OC1=O
-1 | COC1=C(Nc2ccccc2)C(=O)C(OC)=C(Nc2ccccc2)C1=O
4 | COc1cccc2c1[C@@H]1CN(CCCCn3c(=O)[nH]c4c(sc5ncc(-c6ccccc6)nc54)c3=O)C[C@@H]1CO2
2 | CC(NC(=O)COC(=O)c1ccc(Br)o1)c1ccccc1 (configuration not stated)
1 | CSCCC(NC(=O)c1ccc(Cl)cc1Cl)C(=O)NNC(=O)c1ccncc1 (configuration not stated)
-3 | Cc1ccc(C(=O)OCC(=O)c2c[nH]c3ccccc23)cc1S(=O)(=O)N1CCOCC1
0 | CC[C@]12c3[nH]c4cc(-c5ccco5)ccc4c3CCN1C(=O)[C@@H](CC(=O)NCc1ccc(OC)c(OC)c1)C[C@@H]2C(=O)N1CCN(C(=O)c2ccco2)CC1
2 | CCN(CC(=O)NCc1cccs1)C(=O)c1ccc(NS(=O)(=O)c2ccc(F)cc2)cc1
2 | C=CCOc1ccc(/C=C/C(=O)OCC(=O)N2CCN(S(=O)(=O)c3ccc(C)cc3C)CC2)cc1
5 | CCN(c1ccccc1)S(=O)(=O)c1ccc(N2CCN(c3ccccc3O)CC2)nc1
5 | O=C(C(=O)c1cc(Br)ccc1O)c1cc(Br)ccc1O
1 | COc1ccc(-c2cc(C(=O)NNC(=O)c3csc(N4CCOCC4)n3)c3ccccc3n2)cc1OC
-2 | CCN1C=C(C(C)=O)C(=O)CC1
4 | CC(=O)OCC1=C(C(=O)O)N2C(=O)[C@@H](NC(=O)Cc3ccccc3)[C@H]2SC1
4 | CCOc1ccc(NC(=O)COc2ccc(C(=O)NCC3CCCO3)cc2OC)cc1 (configuration not stated)
8 | CC(=O)OCCN1C(=O)c2ccc(-c3nc4ccccc4c(=O)o3)cc2C1=O
3 | COc1cccc(-c2nnc(SCC(=O)NC3CCS(=O)(=O)C3)n2C)c1 (configuration not stated)
5 | COc1cccc(C(=O)COC(=O)C2CC3CCCC(C2)C3=O)c1 (configuration not stated)
6 | CCOC(=O)c1cc2c(=O)n3ccccc3nc2n(C)c1=NC(=O)c1c(-c2c(F)cccc2Cl)noc1C
5 | COc1cc(C=O)ccc1OC(=O)Nc1ccccc1
6 | Clc1ccc(-c2cc(-c3ccccc3)on2)cc1
1 | CCCCN(C(=O)c1cc(S(=O)(=O)N2CCOCC2)ccc1F)c1c(N)n(CCCC)c(=O)[nH]c1=O
-2 | CCn1ccnc1CC1COc2ccccc2O1 (configuration not stated)
4 | CC(Sc1nnc(-c2ccncc2)n1C)C(=O)Nc1ccc(N2CCOCC2)cc1 (configuration not stated)
5 | CC(C)(C)c1ccc(OCCC(=O)Nc2cccc(S(=O)(=O)N3CCCC3)c2)cc1
4 | O=C(CN1C(=O)NC2(CCc3ccccc32)C1=O)c1ccc(F)c(F)c1 (configuration not stated)
0 | CCCCN(C(C)=O)c1ccc2c(c1)C1CC2CCN1C(=O)OCc1ccccc1 (configuration not stated)
2 | O=C(COC(=O)CCC(=O)c1cccs1)Nc1cccc(F)c1
6 | C[C@H]1CN([C@@H](C)CO)C(=O)Cc2cc(NS(C)(=O)=O)ccc2O[C@@H]1CN(C)Cc1ccc(Cl)c(Cl)c1
5 | COc1ccc(CC(=O)NNC(=O)c2ccccc2)cc1OC
1 | CCc1cccc(NC(=O)[C@@H]2CCCN2C2=NS(=O)(=O)c3ccccc32)c1
-4 | O=C1C2C3CCC(O3)C2C(=O)N1c1cc(OCC(F)F)cc([N+](=O)[O-])c1 (configuration not stated)
-2 | COc1ccccc1NS(=O)(=O)c1cccc(C(=O)NCC(c2ccc(F)cc2)N2CCOCC2)c1 (configuration not stated)
6 | CN1CC[C@@H]2C(=O)N3CCc4ccc(Br)cc4[C@@H]3C[C@@H]21
-3 | CC1(NC(=O)CCc2nc3sc4c(c3c(=O)[nH]2)CCCC4)CCS(=O)(=O)C1 (configuration not stated)
9 | CCCS(=O)(=O)Nc1ccc(N2CCCCC2)c(S(=O)(=O)Nc2ccccc2OC)c1
6 | Cc1ccc(S(=O)(=O)N2CCN(C(=O)COC(=O)/C=C/c3ccc([N+](=O)[O-])cc3)CC2)c(C)c1
0 | Nc1nc(N)nc(-c2cccc(Cl)c2)n1
-1 | O=C(COC(=O)c1ccc([N+](=O)[O-])o1)NC12CC3CC(CC(C3)C1)C2
5 | CC(Sc1nn(-c2ccc(Cl)cc2)c(=S)s1)C(=O)NCC1CCCO1 (configuration not stated)
5 | COc1ccc(C(=O)C(C)C(C)=O)c(OCc2ccccc2)c1OC (configuration not stated)
2 | Cc1ccc2sc(C)cc(=O)c2c1
6 | CN(CC(=O)Nc1ccccc1Cl)C(=O)COC(=O)c1cccs1
1 | CC(C)(C)OC(=O)N[C@H](C(=O)OC(C)(C)C)c1ccccc1
5 | CC(=O)Nc1ccc(S(=O)(=O)N(C)CC(=O)OCC(=O)Nc2cc(C)on2)cc1
4 | COc1ccc(NC(=O)COC(=O)c2cc(C)oc2C)c([N+](=O)[O-])c1
5 | CCOc1ccc(OCCC(=O)NNC(=O)c2ccncc2)cc1
3 | COc1ccc2c(c1)OC[C@H]1[C@H]2N2C(=O)c3cc(OC)ccc3NC(=O)[C@@]2(C)[C@H]1c1ccccc1
-4 | c1ccc2c(c1)-c1ccccc1C2N1CCOCC1
0 | COc1ccc(S(=O)(=O)N2CCCCCC2)cc1C(=O)N(C)Cc1ccccc1F
1 | CCOc1ccc(OCCC(=O)NNC(=O)c2cc(C)oc2C)cc1
0 | O=C(CC1CCCC1)N1CCN(S(=O)(=O)c2ccc(F)cc2)CC1
0 | NC1=NC(=O)/C(=C/C=C/c2cccs2)S1
4 | Nc1ncnc2c1ncn2[C@@H]1O[C@H](CNCc2c(OCc3ccccc3F)ccc3ccccc23)[C@@H](O)[C@H]1O
3 | O=S(=O)(O)c1cc(Cl)cc(N=Nc2ccc(O)cc2O)c1O
0 | O=[N+]([O-])c1cccc(-c2c(-c3ccccc3)ncc3ccc(F)cc23)c1

# No new results follow: entries from further up.
IDE cell activ | SMILES
5 | COc1ccc(C(=O)C(C)C(C)=O)c(OCc2ccccc2)c1OC (configuration not stated)
2 | Cc1ccc2sc(C)cc(=O)c2c1
6 | CN(CC(=O)Nc1ccccc1Cl)C(=O)COC(=O)c1cccs1
1 | CC(C)(C)OC(=O)N[C@H](C(=O)OC(C)(C)C)c1ccccc1
5 | CC(=O)Nc1ccc(S(=O)(=O)N(C)CC(=O)OCC(=O)Nc2cc(C)on2)cc1
4 | COc1ccc(NC(=O)COC(=O)c2cc(C)oc2C)c([N+](=O)[O-])c1
5 | CCOc1ccc(OCCC(=O)NNC(=O)c2ccncc2)cc1
3 | COc1ccc2c(c1)OC[C@H]1[C@H]2N2C(=O)c3cc(OC)ccc3NC(=O)[C@@]2(C)[C@H]1c1ccccc1
-4 | c1ccc2c(c1)-c1ccccc1C2N1CCOCC1
0 | COc1ccc(S(=O)(=O)N2CCCCCC2)cc1C(=O)N(C)Cc1ccccc1F
1 | CCOc1ccc(OCCC(=O)NNC(=O)c2cc(C)oc2C)cc1
0 | O=C(CC1CCCC1)N1CCN(S(=O)(=O)c2ccc(F)cc2)CC1
0 | NC1=NC(=O)/C(=C/C=C/c2cccs2)S1
4 | Nc1ncnc2c1ncn2[C@@H]1O[C@H](CNCc2c(OCc3ccccc3F)ccc3ccccc23)[C@@H](O)[C@H]1O
3 | O=S(=O)(O)c1cc(Cl)cc(N=Nc2ccc(O)cc2O)c1O
0 | O=[N+]([O-])c1cccc(-c2c(-c3ccccc3)ncc3ccc(F)cc23)c1

# A portion of the library; count on the stated rates, not on these rows.
